OX1R antag = antagonists of human orexin 1 receptor; inhibition, % at 5 µM; O43613; hit rate 0.43% among 330,000; CHO/OX1R cells, Fluo-8 calcium fluorescence, orexin A; AID 434989;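 active = inhibition above its plate's threshold, mean inhibition of all tested compounds on the plate plus 3 SD, cut at about 37% in these data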;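 note: 0% = orexin A challenge wells and 100% = SB-334867-A antagonist wells; not every result past the cut was called active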
Target sequence (O43613 whole entry, looked up): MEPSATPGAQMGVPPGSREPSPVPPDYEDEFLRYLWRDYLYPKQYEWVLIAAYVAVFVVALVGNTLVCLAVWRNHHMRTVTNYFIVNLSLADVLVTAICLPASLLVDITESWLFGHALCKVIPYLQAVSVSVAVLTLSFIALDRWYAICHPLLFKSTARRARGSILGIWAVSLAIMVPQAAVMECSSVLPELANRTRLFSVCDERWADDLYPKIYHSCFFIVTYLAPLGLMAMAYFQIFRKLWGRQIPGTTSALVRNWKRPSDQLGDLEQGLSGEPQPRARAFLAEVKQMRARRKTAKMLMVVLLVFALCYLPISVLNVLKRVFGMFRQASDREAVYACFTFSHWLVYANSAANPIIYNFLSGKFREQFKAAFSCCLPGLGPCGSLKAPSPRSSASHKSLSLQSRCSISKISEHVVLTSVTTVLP
CHT allo act = allosterically activates the human high affinity choline transporter; Q9GZV3; CHT-expressing cells, membrane potential dye, choline EC20; active compounds read high; LV-AA mutant CHT in HEK293 cells; B-score at 10 µM; hit rate 0.49% among 310,000;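 active = initial fluorescence not abnormally high and integrated response B-score, plate-corrected, over 3 SD above library mean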
Target sequence (Q9GZV3 whole entry, looked up): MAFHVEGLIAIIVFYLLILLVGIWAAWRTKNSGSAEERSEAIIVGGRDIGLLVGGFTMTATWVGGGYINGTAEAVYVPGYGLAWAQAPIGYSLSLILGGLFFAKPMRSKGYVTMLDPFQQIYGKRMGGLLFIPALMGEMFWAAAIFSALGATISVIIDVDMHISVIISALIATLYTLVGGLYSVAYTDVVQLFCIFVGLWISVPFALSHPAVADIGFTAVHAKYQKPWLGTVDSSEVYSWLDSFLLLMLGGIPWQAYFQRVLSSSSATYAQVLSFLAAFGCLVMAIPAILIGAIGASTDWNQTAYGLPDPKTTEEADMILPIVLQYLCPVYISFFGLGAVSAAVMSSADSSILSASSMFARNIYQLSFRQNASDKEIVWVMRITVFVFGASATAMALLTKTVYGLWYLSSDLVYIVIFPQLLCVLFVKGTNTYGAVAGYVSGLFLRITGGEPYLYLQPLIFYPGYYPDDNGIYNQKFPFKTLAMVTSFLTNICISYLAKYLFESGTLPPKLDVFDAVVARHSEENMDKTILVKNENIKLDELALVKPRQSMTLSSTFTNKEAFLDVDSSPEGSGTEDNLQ
An asterisk follows results filed as active; i = inactive; / = not tested or not shown.

SMILES	OX1R antag	CHT allo act
CC1(c2ccccc2)NC(=O)N(CC(=O)NCc2ccc3c(c2)OCO3)C1=O (configuration not stated)	-17	i
O=C(CN1CCN(S(=O)(=O)c2ccc(Cl)cc2)CC1)Nc1ccc2c(c1)OCCO2	-14	i
O=C(COc1cccc2ccccc12)N1CCN(c2ccccn2)CC1	-29	i
COc1ccc(CCn2nnnc2C(C(C)C)N2CCN(c3ncccn3)CC2)cc1OC (configuration not stated)	-28	i
COCCCNC(=S)N1CCN(S(=O)(=O)c2ccc(OC)cc2)CC1	-8	i
COc1ccc(C(=O)OCC(=O)Nc2nnc(-c3ccccc3)o2)cc1	-12	i
CCOC(=O)N1CCC(NC(=O)C2CCCN2C(=O)OCc2ccccc2)CC1 (configuration not stated)	-32	i
COc1ccc(NC(=O)c2ccco2)cc1NC(=O)c1ccccc1F	-24	i
CNc1nc(-c2c[nH]c3ccccc23)cs1	-15	i
CCCCn1c(N)c(N(C)C(=O)C2CC(=O)N(Cc3ccco3)C2)c(=O)[nH]c1=O (configuration not stated)	-8	/
Cc1cc(C)c2c(N)c3ccccc3nc2n1	-11	i
CCC1(c2ccc(OC)cc2)NC(=O)N(CC(=O)NC2CCCCC2C)C1=O (configuration not stated)	-21	/
CCN(CC(=O)Nc1ccc2c(c1)OCCO2)CC(=O)Nc1cc(C)on1	-18	i
O=c1cc(CO)oc(CN2CCN(c3ccccc3F)CC2)c1O	2	i
COc1ccc(C)cc1Nc1nnc(C)c(=O)[nH]1	11	i
COc1cc(OC)cc(C(=O)N2CCC(N3CCCCCC3)CC2)c1	-10	i
CCOc1ccc(C2=C(C=Nc3c(C)n(C)n(-c4ccccc4)c3=O)C(c3ccc(F)cc3)c3ccccc3O2)cc1 (configuration not stated)	-39	i
O=[N+]([O-])c1cccc(C2NCC(c3ccccc3Cl)c3c2[nH]c2ccccc32)c1 (configuration not stated)	53*	i
O=C(NCC1CCCO1)C12CN(Cc3ccccc3)CC1C(c1cccc([N+](=O)[O-])c1)=NO2 (configuration not stated)	-11	i
CCOc1ncccc1C(=O)Nc1cc(S(=O)(=O)N2CCOCC2)ccc1OCC(F)(F)F	-21	/
O=C(Cc1ccccc1)NC(NNc1ccccc1)(C(F)(F)F)C(F)(F)F	-27	i
COc1cc(/C(C)=N\NC(N)=S)cc(OC)c1OC	-8	i
CCOC(=O)c1cnc2c(-c3ccccc3)cnn2c1C	-22	i
CCC(C)n1cnc2c(c1=O)c1nc3ccccc3nc1n2Cc1ccccc1OC (configuration not stated)	-25	i
O=c1c([N+](=O)[O-])c(N2CCOCC2)c2ccccc2n1Cc1ccccc1	-16	i

Brought forward from above: 5 entries, followed by the next part.
SMILES	OX1R antag	CHT allo act
O=C(Cc1ccccc1)NC(NNc1ccccc1)(C(F)(F)F)C(F)(F)F	-27	i
COc1cc(/C(C)=N\NC(N)=S)cc(OC)c1OC	-8	i
CCOC(=O)c1cnc2c(-c3ccccc3)cnn2c1C	-22	i
CCC(C)n1cnc2c(c1=O)c1nc3ccccc3nc1n2Cc1ccccc1OC (configuration not stated)	-25	i
O=c1c([N+](=O)[O-])c(N2CCOCC2)c2ccccc2n1Cc1ccccc1	-16	i
COc1ccc(NC(=O)c2cc3c(Cl)nc4ccccc4c3s2)c(OC)c1	-12	i
Cc1ccc2c(C)c(C(=O)NCc3ccc(S(N)(=O)=O)cc3)oc2c1	-22	i
O=C(N1CCc2[nH]c3ccccc3c2C1)C(F)(F)F	-3	i
COc1cc2cc(C(N)=O)c(N)nc2cc1OC	-14	i
COc1cc(OC)cc(C(=O)NCc2nc(-c3ccccc3)no2)c1	-8	i
CCOC(=O)c1c(C)[nH]c(C)c1C(=O)COC(=O)C1CCCN1S(=O)(=O)c1ccccc1F (configuration not stated)	-1	i
O=C(Nc1ccccc1C(=O)NCCCn1ccnc1)c1ccccc1	-23	i
Cc1ccc(CNC(=O)C2CCCN2C(=O)NCc2ccccc2)cc1 (configuration not stated)	-25	i
Cc1nn(CC(O)Cn2cnc3c2c(=O)n(C)c(=O)n3C)c(C)c1Br (configuration not stated)	-10	i
Fc1ccccc1CSc1nnc(-c2cnccn2)n1Cc1ccco1	-4	i
CCCCN(C(=O)C1=COCCO1)c1c(N)n(Cc2ccccc2)c(=O)[nH]c1=O	-6	i
O=C1CC(=C(c2ccccc2)c2ccccc2)C(=O)N1CCCCN1CCN(c2cccc(Cl)c2)CC1	-21	i
COc1ccc(C(=O)N2CCC(O)(c3ccc(Cl)cc3)CC2)cc1OC	-12	i
CC(C)(C)OC(=O)C1=C(CO)CS[C@@H]2[C@H](NC(=O)Cc3ccccc3)C(=O)N12	1	/
CN(Cc1ccccc1)C(=O)COC(=O)CN1C(=O)c2ccccc2C1=O	-136	/
Cc1ccc(CN(C(=O)COc2ccc(Br)cc2)C2CCS(=O)(=O)C2)o1 (configuration not stated)	-3	i
COc1cc(/C=N/NC(=O)C(=O)NCc2ccco2)ccc1O	11	i
CCOC(=O)c1ccc(NC(=O)CCc2c(C)nc3ncnn3c2C)cc1	-13	i
COc1cc(CCC(=O)OCc2ccccc2C#N)cc(OC)c1OC	-3	i
O=C(CN(Cc1ccco1)C(=O)c1ccc(F)cc1F)Nc1ccccc1C(F)(F)F	0	/
O=C(CCCN1C(=O)c2ccccc2C1=O)Oc1ccc(Cl)cc1	-20	i
CN1CCN(C(=S)NC(=O)c2ccc(S(=O)(=O)N3CCOCC3)cc2)CC1	-9	i
COc1ccc(CCNC(=O)[C@@H](NC(=O)c2ccccc2F)C(C)C)cc1OC	-20	i
O=C(O)C1C2C=CC(O2)C1C(=O)NCCc1cccc(Cl)c1 (configuration not stated)	-1	i
COc1ccc(-c2csc(C)n2)cc1Br	-8	i

Single records, from the list above. Screens in order: OX1R antag | CHT allo act
Shown for Fc1ccccc1CSc1nnc(-c2cnccn2)n1Cc1ccco1 = -4 | i
Shown for O=C(N1CCc2[nH]c3ccccc3c2C1)C(F)(F)F = -3 | i
Shown for CN1CCN(C(=S)NC(=O)c2ccc(S(=O)(=O)N3CCOCC3)cc2)CC1 = -9 | i
Shown for CC(C)(C)OC(=O)C1=C(CO)CS[C@@H]2[C@H](NC(=O)Cc3ccccc3)C(=O)N12 = 1 | /
Shown for COc1ccc(-c2csc(C)n2)cc1Br = -8 | i

(more compounds)
SMILES	OX1R antag	CHT allo act
O=Cc1ccccc1Oc1ccccc1	2	i
COc1ccc(NC(C)=O)c2nc(C)c(C)nc12	-11	i
CC(=N/O)/C(=N\O)c1ccc(C)o1	-6	i
CC(NCc1ccc2c(c1)OCO2)c1ccccc1 (configuration not stated)	-15	i
COc1ccc(CCN(C)c2ccc(S(=O)(=O)N3CCCC3)cn2)cc1OC	-20	i
COc1ccc(NC(=O)COC(=O)[C@@H]2CCCN2C(=O)c2cccs2)cc1	-27	i
COc1ccc(-c2nnn(-c3ccc(Cl)cc3Cl)c2N)cc1	-18	i
CCOc1cc2[nH]c(=O)n(CCCCCC(=O)NC3CCCC3)c(=O)c2cc1OCC	-2	i
O=C(Nc1cc(S(=O)(=O)N2CCOCC2)ccc1OCC(F)(F)F)c1ccc(N2CCCC2=O)cc1	-20	i
Cc1cccc(C(CC(=O)N2CCCCC2)c2ccccc2)c1O (configuration not stated)	-24	i
COc1ccc(C(=O)N(C)CC2CCN(CCc3cccc(C(F)(F)F)c3)CC2)cc1C	-38	i
COc1ccc(CNS(=O)(=O)c2ccc(-c3cc(C)no3)cc2)cc1	-19	i
Cc1nc2c(C)cccc2c2c1CCS2	-15	i
Cn1nnnc1SCC(=O)Nc1ccccc1Cl	-7	i
Cc1cccc(C)c1NC(=O)CS(=O)CC(=O)NCC1OCCc2ccccc21 (configuration not stated)	-10	i
CCN(CC)C(=O)Cn1cc(C(=O)C(=O)NCCc2ccccc2)c2ccccc21	-4	i
Cc1cccc(NCc2nc3ccccc3n2C)c1	-12	i
CCCc1ccc2oc(C(=O)N3CCN(CCC(N)=O)CC3)c(C)c2c1	-14	i
COc1ccc(CCN2CC(C(=O)NCCN3CCCC3=O)CCC2=O)cc1 (configuration not stated)	0	i
O=C(COc1ccc(Cl)cc1)Nc1cccc(S(=O)(=O)NCc2ccco2)c1	42	/
CCc1cc2c(-c3ccccc3)cc(=O)oc2cc1OCC(=O)NCC1CCC(C(=O)O)CC1 (configuration not stated)	-17	i
Cc1cc(C)c(S(=O)(=O)N2CCCCC2CCNC(=O)C(=O)NCc2ccccn2)c(C)c1 (configuration not stated)	-34	i
Cn1ccnc1-c1nc2ccccc2[nH]c1=O	-9	7.1*
COc1ccc(N2CC(C(=O)N3CCN(Cc4ccc5c(c4)OCO5)CC3)CC2=O)cc1 (configuration not stated)	-12	i
CC1CCC(NC(=O)c2ccc(NC3=NC4CS(=O)(=O)CC4S3)cc2)CC1 (configuration not stated)	-8	i

Next results
SMILES	OX1R antag	CHT allo act
Cc1nnc(NC(=O)c2c(F)c(F)c(F)c(F)c2F)s1	-12	i
CCC(=O)Nc1cccc(NC(=S)NC(=O)c2cccs2)c1	-15	i
COc1ccc(-n2c3c(cc(C(=O)NNc4ccccc4)c2=O)C(=O)CC(C)(C)C3)cc1	-32	i
Cc1ccc(C(=O)NNC(=O)c2ccc(S(=O)(=O)N3CCOCC3)cc2)cc1	-9	i
Cc1ccc(CNC(=O)Cn2cncn2)cc1	-8	i
Cn1cc(CCC(=O)N2CCCC(C(=O)c3cccc4ccccc34)C2)cn1 (configuration not stated)	-25	i
O=C1C2C3c4ccccc4C(Br)(c4ccccc43)C2C(=O)N1c1ccccc1O (configuration not stated)	-17	i
CCC(C)NC(=O)CCc1c(C)nc2nc(-c3cc(OC)cc(OC)c3)nn2c1C (configuration not stated)	-5	i
N#CC1(NC(=O)CN2C(=O)NC3(CCCCCC3)C2=O)CCCCC1	-6	/
CCN(CC)C(=O)CSc1nnc2sc3ccccc3n12	-10	i
CC1CCN(c2c(NCC3CCC(C(=O)N4CCc5ccccc5C4)CC3)c(=O)c2=O)CC1 (configuration not stated)	-25	i
CC/C(O)=C1\C(=O)CC(C)(C)CC1=Nc1ccccc1C	-43	i
COc1ccc(C)cc1NC(=O)c1cc(-c2ccccc2)nc2c1cnn2C(C)C	-21	/
O=C(CCN1CCN(c2ccccc2)CC1)N/N=C/c1ccccc1O	-11	i
COCCNC(=O)CN(Cc1ccco1)C(=O)CCC(=O)Nc1nccs1	1	i
Cc1c(NC(=O)C(C)Oc2ccc(Br)cc2)c(=O)n(-c2ccccc2)n1C (configuration not stated)	-12	/
O=C1CCCN1S(=O)(=O)c1ccccc1	-8	i
COc1ccc(S(=O)(=O)NCCOc2ccccc2)cc1F	-2	i
N#Cc1ccc(C(=O)Nc2cccc3ncccc23)c(F)c1	-4	i
CC1CC(C)CN(C(=O)COC(=O)COc2ccc(C#N)cc2)C1 (configuration not stated)	-18	/
COc1cccc(N2CCN(C(=O)c3ccc(CS(=O)c4ccc(Cl)cc4)o3)CC2)c1 (configuration not stated)	-29	i
COc1cc(C(c2c(C)[nH][nH]c2=O)c2c(C)[nH][nH]c2=O)cc([N+](=O)[O-])c1O	-8	i
Cc1nc2c(C(=O)Nc3ccc(N4CCCC(O)C4)cc3)snc2c(=O)[nH]1 (configuration not stated)	3	i
Cn1c(=O)c2c(nc(N3CCc4ccccc4C3)n2Cc2ccccc2F)n(C)c1=O	-21	i
COc1ccc(C2=NN(c3nc(C)cc(C)n3)C(=O)C2)cc1	-22	i

The list continues.
SMILES	OX1R antag	CHT allo act
O=C(Nc1ccc2oc(-c3ccncc3)nc2c1)c1ccc(Br)o1	-21	i
COc1ccc(S(=O)(=O)NCCc2cc3ccc(C)c(C)c3[nH]c2=O)cc1	-12	i
COc1ccc(/C=C/C(=O)Nc2cc(C)nn2-c2nc3ccccc3[nH]2)cc1	-32	i
CCOC(=O)C1(CC)NC(c2ccco2)C2C(=O)N(c3ccc(C)cc3)C(=O)C21 (configuration not stated)	-35	i
C=CCOn1c(C)c(C(C)=O)c2c3nonc3ccc21	-24	i
O=C(NCCCN1CCOCC1)c1ccc2c(c1)N(Cc1cccc(Cl)c1)C(=O)CS2	-27	i
CCCC(=O)NC(c1ccc(Cl)cc1Cl)c1ccc2cccnc2c1O (configuration not stated)	-8	i
CC(C)CN(C(=O)c1ccc(F)cc1F)c1c(N)n(CC(C)C)c(=O)[nH]c1=O	-3	i
C(=C\c1ccncc1)/c1ccccc1	-26	i
O=C(Nc1ccccc1Cl)C1CCCN(c2ncnc3c2nc2n3CCCCC2)C1 (configuration not stated)	-30	i
COc1ccc(C(CNC(=O)c2cccc(NS(=O)(=O)c3ccccc3)c2)N(C)C)cc1 (configuration not stated)	-32	i
CC(C)C[C@H](NC(=O)NCc1ccc(Cl)cc1)C(=O)O	-7	i
COC(=O)C1=C(C)N(CC2CC2)C(=NCc2cccc(Cl)c2)N[C@H]1c1ccccc1	-6	i
CN(C)S(=O)(=O)c1cccc(C(=O)NCC2CCCCC2)c1	-26	i
CC(=O)c1cnc2c(-c3ccc(Cl)cc3)c(C)nn2c1C	-13	i
Cc1ccc(C(=O)c2ccc(O)cc2)cc1C	-2	i
Brc1cccc(-c2nnco2)c1	-3	i
O=C(COC(=O)c1ccccc1F)NC1CC1	9	/
O=S(=O)(Nc1ccccc1N1CCCCC1)c1ccc(F)cc1F	-53	i
CCOc1ccc(C(=O)CCC(=O)NNC(=O)c2ccncc2)cc1	-16	i
FC(F)(F)c1cccc(Oc2cc(C(F)(F)F)nc(-c3ccccn3)n2)c1	-15	i

Compound activity from PubChem.
